IL2 activator: activators of IL-2 | IL-2 activation reporter assay, cell-based qHTS; stimulated with anti-CD3/CD4/CD28 beads; in transgenic mouse T cells | activation, % (series mostly up to about 46 µM) | 360,000 compounds, 0.065% hits | AID 652025; in the data active = activation above about 50%; inconclusive = mostly about 30% to 49%; note: 0% is about no effect
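Unstimulated transgenic mouse T cells, 750 per well, received compound and, after 60 minutes, anti-CD3/anti-CD4 bead plus anti-CD28 stimulation. EGFP and DsRed were quantified after 18 hours.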
EPAC1 antagonist: antagonists of human EPAC1; O95398; EPAC1 GEF assay, Rap1b-BODIPY-GDP exchange fluorescence; Potency, µM (titrated, usually from 115 µM), for the others: top-dose activity change, negative = inhibition, hits mostly inhibitors; 360,000 compounds, 0.14% hits; AID 720709;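 note: potency is the fitted concentration of half-maximal effect; plate controls were vehicle for no effect and positive control for full effect; nearly all actives have a fitted effect of over 50% in size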
WRN helicase inh: blocks human WRN helicase | Q14191 | WRN helicase unwinding, fluorescent forked duplex, kinetic | Potency, µM (doses to about 114 µM), for the others: at the top dose activity change, negative = inhibition, hits mostly inhibitors | 360,000 compounds, 0.46% hits; note: potency is the fitted concentration of half-maximal effect; % is set by controls: 0 for no effect and ±100 for the full control effect; nearly all actives have a fitted effect of over 55% in size
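WRN at 20 nM final preincubated with compound 15 min at room temperature; reaction started with 100 nM fluorophore/quencher forked duplex oligonucleotide and 2 mM ATP final. Unwinding followed kinetically by red fluorescence (ex 525, em 598 nm).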
EPAC1 agonist: activates human EPAC1 exchange factor | O95398 | EPAC1 agonist qHTS, biochemical assay; response scale: 100% = response to 6.5 mM cAMP | Potency, µM (highest dose often 154 µM), inactives show at the top dose activation, most hits filed as activators | 360,000 compounds, 0.073% hits | AID 720707; note: potency is the fitted concentration of half-maximal effect; nearly all actives have a fitted effect of over 60% in size
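Multi-concentration qHTS readout: loss of Rap1B-bound BODIPY-GDP fluorescence driven by 100 nM EPAC1 with excess GDP (50 uM), monitored kinetically at room temperature; agonist response expressed relative to 6.5 mM cAMP.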
CCT modulator: modulators of cytosolic chaperonin (CCT/TRiC) activity | 360,000 compounds, 0.3% hits | purified chaperonin ATPase assay, HTRF ADP detection, 30 min | activity change, % (no concentration beside the values), hits read low; in the data active = activity change below about -30%; note: % is set by controls: 0 for no effect and ±100 for the full control effect
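Enzyme 40 or 20 nM (batch-dependent) in Tris pH 7.4/KCl/MgCl2/DTT; cpd 76 uM single point; ATP 10 uM; 30 min 37 °C; Transcreener ADP HTRF detection, 30 min RT; ratio 665/615.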
PLK1 PBD inh: inhibitors of human PLK1 polo-box domain binding | P53350 | Plk1 PBD binding of FITC phosphopeptide, fluorescence polarization | Potency, µM, without a hit: max response, negative = inhibition, most hits filed as inhibitors | 360,000 compounds, 2.8% hits | AID 720504; note: potency is the fitted concentration of half-maximal effect; series mostly up to about 57 µM; % is set by controls: 0 for no effect and ±100 for the full control effect; nearly all actives have a fitted effect of over 65% in size
PI5P4K alpha inh: PI5P4K alpha (human) kinase inhibition; P48426; PI5P4Kalpha enzyme, ADP-Glo luminescence, 60 min; stronger effect = lower value; AID 652105; 330,000 compounds, 1.2% hits; max response, %; active = max response of -50% or lower; inconclusive = between -30% and -50%; inactive = -30% or higher; note: value at the top dose of about 77 µM; % is set by controls: 0 for no effect and ±100 for the full control effect
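Reactions run in 0.038 M HEPES pH 7.4, 0.28 mM EGTA, 0.1% CHAPS and 5% DMSO, with PI5P4Kalpha, substrate, compound and 5 microM ATP final, one hour at room temperature. Readout is ADP-Glo luminescence.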
EPAC2 ag: activates human EPAC2 exchange factor; 360,000 compounds, 0.079% hits; EPAC2 activation, biochemical qHTS; response scale: 100% = 6.5 mM cAMP response; Potency, µM (doses to about 154 µM), inactives show top-dose activation, most hits filed as activators; Q8WZA2; note: potency is the fitted concentration of half-maximal effect; nearly all actives have a fitted effect of over 50% in size
Target sequence (Q8WZA2 whole entry, looked up): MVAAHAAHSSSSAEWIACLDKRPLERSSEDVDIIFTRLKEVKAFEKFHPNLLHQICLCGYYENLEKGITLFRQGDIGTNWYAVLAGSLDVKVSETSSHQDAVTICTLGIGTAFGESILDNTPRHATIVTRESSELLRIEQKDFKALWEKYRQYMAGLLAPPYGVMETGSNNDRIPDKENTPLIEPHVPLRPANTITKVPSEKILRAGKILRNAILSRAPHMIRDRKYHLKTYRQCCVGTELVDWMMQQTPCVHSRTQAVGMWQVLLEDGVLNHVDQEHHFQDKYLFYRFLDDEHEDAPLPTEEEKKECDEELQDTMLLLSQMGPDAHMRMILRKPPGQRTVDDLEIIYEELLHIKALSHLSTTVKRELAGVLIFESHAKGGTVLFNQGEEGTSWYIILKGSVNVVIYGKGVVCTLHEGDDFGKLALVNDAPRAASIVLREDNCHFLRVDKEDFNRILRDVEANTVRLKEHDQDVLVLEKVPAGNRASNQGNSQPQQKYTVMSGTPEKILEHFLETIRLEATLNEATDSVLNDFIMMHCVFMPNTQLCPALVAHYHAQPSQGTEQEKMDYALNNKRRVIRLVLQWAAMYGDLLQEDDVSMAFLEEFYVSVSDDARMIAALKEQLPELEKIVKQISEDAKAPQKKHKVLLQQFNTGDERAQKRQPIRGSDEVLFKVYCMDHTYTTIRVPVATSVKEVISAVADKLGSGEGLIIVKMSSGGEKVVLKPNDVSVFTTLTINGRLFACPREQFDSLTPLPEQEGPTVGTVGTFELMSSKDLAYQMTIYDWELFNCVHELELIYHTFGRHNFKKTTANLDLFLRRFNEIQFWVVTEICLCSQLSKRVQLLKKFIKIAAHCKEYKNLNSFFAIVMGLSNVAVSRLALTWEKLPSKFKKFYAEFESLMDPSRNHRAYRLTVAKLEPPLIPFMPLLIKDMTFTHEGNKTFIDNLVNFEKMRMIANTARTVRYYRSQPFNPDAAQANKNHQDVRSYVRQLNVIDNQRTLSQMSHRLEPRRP
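Fluorescence exchange assay: 100 nM EPAC2 with 250 nM RAP1B-BODIPY-GDP and 50 uM GDP; compounds tested as a concentration-titration series (qHTS). Loss of Rap1-bound BODIPY-GDP fluorescence read at 480/540 nm; data normalized to 6.5 mM cAMP.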
* marks the source's active call; other numbers are inactive results; [ ] = another dose, or the depositor's remark. Unless noted, calls come from the whole dose curve; as a rule, active = well fitted curve in the direction sought with a large enough effect; inconclusive = small, poorly fitted or top-dose-only effect, or another doubt; inactive = no such curve, though single readings can be large; an effect the other way counts as inactive or inconclusive. The list is partial; count on the stated rates, not on these rows.

For O=C1CSc2ccccc2N1Cc1ccc(F)cc1 the results were IL2 activator -0.6, EPAC1 antagonist 0.6%, WRN helicase inh 0.0%, EPAC1 agonist 1.2%, CCT modulator 0.3, PLK1 PBD inh -4.5% and EPAC2 ag -6.6%.
For COc1ccc(C(=O)n2nc(C#N)c(C#N)c2N)cc1 the results were IL2 activator 1.7, EPAC1 antagonist 5.8%, WRN helicase inh -7.4%, EPAC1 agonist -7.6%, CCT modulator -1.3, PLK1 PBD inh -20.9%, PI5P4K alpha inh -11.5 and EPAC2 ag 9.2%.
For O=C1C(=Cc2ccc(F)cc2)Cc2ccccc21 the results were IL2 activator -0.7, EPAC1 antagonist 0.2%, WRN helicase inh -1.9%[57.1 µM], EPAC1 agonist -3.4%, CCT modulator 0.0, PLK1 PBD inh -3.7%, PI5P4K alpha inh -1.2 and EPAC2 ag 2.3%.
For COc1ccc(N(CC(=O)NCCSCc2ccccc2Cl)S(C)(=O)=O)cc1Cl the results were IL2 activator -0.3, EPAC1 antagonist -4.2%, WRN helicase inh -9.5%, EPAC1 agonist 28.1%, CCT modulator -1.2, PLK1 PBD inh -8.7%, PI5P4K alpha inh 9.3 and EPAC2 ag 17.7%.
`O=C(NCc1ccccn1)C1CC(=O)N(C2CCCC2)C1` (centres undefined) gave IL2 activator -1.0, EPAC1 antagonist 0.2%, WRN helicase inh 1.8%, EPAC1 agonist 6.4%, CCT modulator -9.1, PLK1 PBD inh -0.8%, PI5P4K alpha inh -1.7 and EPAC2 ag 6.1%.
`COc1cccc(-c2nnn(CCC(=O)O)n2)c1` gave IL2 activator -1.6, EPAC1 antagonist -11.3%, WRN helicase inh 4.3%, EPAC1 agonist 6.0%, CCT modulator -1.9, PLK1 PBD inh -5.4%, PI5P4K alpha inh -2.3 and EPAC2 ag 3.6%.
For Cc1c(Cl)cccc1NC(=O)C(=O)NNS(=O)(=O)c1ccc(F)cc1 the results were IL2 activator 1.7, EPAC1 antagonist -5.5%, WRN helicase inh -11.2%, EPAC1 agonist 15.1%, CCT modulator 1.5, PLK1 PBD inh -7.5%, PI5P4K alpha inh -2.8 and EPAC2 ag 4.7%.
For O=C(COC(=O)C1CCN(c2ccc(C(F)(F)F)cn2)CC1)NC1CCCCC1 the results were IL2 activator -2.9, EPAC1 antagonist -4.1%, WRN helicase inh -3.5%, EPAC1 agonist -8.9%, CCT modulator 0.7, PLK1 PBD inh -3.9%, PI5P4K alpha inh -8.8 and EPAC2 ag -1.7%.
CSc1ccccc1NC(=O)c1ccccc1C was read as IL2 activator -0.4, EPAC1 antagonist inconclusive, WRN helicase inh -0.6%, EPAC1 agonist 5.3%, CCT modulator -1.6, PLK1 PBD inh -7.1%, PI5P4K alpha inh 0.7 and EPAC2 ag 11.7%.
O=C(NCc1ccc2c(c1)OCO2)C1CC(=O)N(c2ccc(Cl)cc2)C1 (centres undefined) was read as IL2 activator -0.3, EPAC1 antagonist 9.4%, WRN helicase inh 2.6%, EPAC1 agonist 5.0%, CCT modulator -1.2, PLK1 PBD inh -5.3%, PI5P4K alpha inh 0.0 and EPAC2 ag 13.9%.
Cc1ccc(OCC(=O)NNC(=O)c2cc3ccccc3o2)cc1 was read as IL2 activator 1.2, EPAC1 antagonist 5.5%, WRN helicase inh -7.9%, EPAC1 agonist -1.5%, CCT modulator 0.2, PLK1 PBD inh 1.0%, PI5P4K alpha inh 1.6 and EPAC2 ag -7.0%.
`O=C(c1cc(C(=O)NCCc2ccccc2)c(=O)n(CCc2ccccc2)c1)c1cc(Cl)ccc1O` gave IL2 activator 0.0, EPAC1 antagonist -1.6%, WRN helicase inh -9.9%, EPAC1 agonist 2.6%, CCT modulator -5.3, PLK1 PBD inh 1.1%, PI5P4K alpha inh -3.2 and EPAC2 ag -0.3%.
O=C1N=c2ccccc2=C1c1c(O)[nH]c2c(C(F)(F)F)cccc12 was read as IL2 activator -0.5, EPAC1 antagonist -2.5%, WRN helicase inh -4.7%, EPAC1 agonist 8.2%, CCT modulator -2.6, PLK1 PBD inh 26.7µM*, PI5P4K alpha inh inconclusive and EPAC2 ag 9.9%.
CCOC(=O)c1cc2sc(C)cc2n1CCCN1C(=O)c2ccccc2C1=O was read as IL2 activator 0.4, EPAC1 antagonist -2.8%, WRN helicase inh -7.1%, EPAC1 agonist 5.2%, CCT modulator -1.4, PLK1 PBD inh -1.3%, PI5P4K alpha inh 13.7 and EPAC2 ag 0.7%.
Screening CC(Oc1ccc(F)cc1)C(=O)Oc1ccc(N(C)S(=O)(=O)c2ccccc2)cc1 (centres undefined) returned IL2 activator -6.0, EPAC1 antagonist -13.1%, WRN helicase inh 7.1%, EPAC1 agonist 10.1%, CCT modulator -2.9, PLK1 PBD inh -8.7%, PI5P4K alpha inh -2.7 and EPAC2 ag -0.1%.
For CCCc1nnc(NC(=O)COc2ccc3c(c2)OCO3)s1 the results were IL2 activator -0.7, EPAC1 antagonist 10.6%, WRN helicase inh -1.1%, EPAC1 agonist 14.3%, CCT modulator -1.2, PLK1 PBD inh -11.9%, PI5P4K alpha inh 6.7 and EPAC2 ag 8.3%.
Screening Cc1c(C#N)c2ccccc2n1CC(=O)NCCc1c[nH]c2ccccc12 returned IL2 activator -0.8, EPAC1 antagonist -3.5%, WRN helicase inh -5.2%, EPAC1 agonist -6.3%, CCT modulator 0.7, PLK1 PBD inh 9.1%, PI5P4K alpha inh 0.3 and EPAC2 ag -2.6%.
`CSCC[C@H](NC(=O)OC(C)(C)C)C(=O)N1CCC(C(=O)NCC(=O)Nc2ccc(C)cc2)CC1` gave IL2 activator -0.2, EPAC1 antagonist 13.0%, WRN helicase inh 3.3%, EPAC1 agonist -10.3%, CCT modulator -1.1, PLK1 PBD inh 2.7%, PI5P4K alpha inh 7.9 and EPAC2 ag 14.5%.
Screening CN(C)c1nn2c(-c3ccccc3)nnc2o1 returned IL2 activator -2.9, EPAC1 antagonist 5.0%, WRN helicase inh 10.2%, EPAC1 agonist -8.6%, CCT modulator 2.3, PLK1 PBD inh 4.6%, PI5P4K alpha inh -7.6 and EPAC2 ag 0.3%.
For Cc1ccc(NC(=O)c2ccc3c(c2)OCCO3)cc1S(=O)(=O)Nc1cccc(Cl)c1 the results were IL2 activator -6.6, EPAC1 antagonist 8.3%, WRN helicase inh inconclusive, EPAC1 agonist 1.4%, CCT modulator -2.4, PLK1 PBD inh -2.8%, PI5P4K alpha inh -10.8 and EPAC2 ag 2.8%.
`COc1ccc2oc(=N)c(C(=O)Nc3cccc(C)c3C)cc2c1` gave IL2 activator -0.6, EPAC1 antagonist -24.9%, WRN helicase inh -0.5%, EPAC1 agonist 2.6%, CCT modulator -1.6, PLK1 PBD inh -8.0%, PI5P4K alpha inh 10.2 and EPAC2 ag 14.3%.
Screening O=C(NCCS(=O)(=O)N1CCN(c2ccccc2F)CC1)c1ccco1 returned IL2 activator -2.2, EPAC1 antagonist 15.4%, WRN helicase inh 0.8%, EPAC1 agonist 7.0%, CCT modulator -1.9, PLK1 PBD inh -6.2%, PI5P4K alpha inh 8.3 and EPAC2 ag -1.0%.
`O=C1CCN(Cc2ccccc2)S(=O)(=O)c2ccc(F)cc21` gave IL2 activator 1.0, EPAC1 antagonist 1.3%, WRN helicase inh 8.7%, EPAC1 agonist 7.5%, CCT modulator 0.9, PLK1 PBD inh -8.3%, PI5P4K alpha inh -7.7 and EPAC2 ag 3.3%.
Screening Oc1c(Cl)cc(Cl)cc1CNc1ccccn1 returned IL2 activator -0.4, EPAC1 antagonist -12.2%, WRN helicase inh -27.0%, EPAC1 agonist 7.0%, CCT modulator 1.5, PLK1 PBD inh 0.3%, PI5P4K alpha inh -0.7 and EPAC2 ag 5.6%.
For O=C(/C=C1\NCC2c3ccccc3CCN2C1=O)c1ccccc1 (centres undefined) the results were IL2 activator 1.1, EPAC1 antagonist -6.9%, WRN helicase inh -0.5%, EPAC1 agonist 1.5%, CCT modulator -3.2, PLK1 PBD inh -27.6%, PI5P4K alpha inh -0.5 and EPAC2 ag -6.7%.
`O=C1c2ccccc2C(=O)N1CCC#Cc1ccc2cc(C3(O)CCCCC3)oc(=O)c2c1` gave IL2 activator -2.4, EPAC1 antagonist -3.7%, WRN helicase inh -7.1%, EPAC1 agonist -15.9%, CCT modulator -3.9, PLK1 PBD inh -3.2%, PI5P4K alpha inh 1.5 and EPAC2 ag -1.4%.
For O=C(Cc1nnc(NC(=O)c2ccccc2)s1)N/N=C/c1ccco1 the results were IL2 activator 4.3, EPAC1 antagonist 20.6%, WRN helicase inh -5.4%, EPAC1 agonist 10.4%, CCT modulator -7.0, PLK1 PBD inh -10.3%, PI5P4K alpha inh -13.7 and EPAC2 ag -3.9%.
For COc1ccc(-c2cc(C(=O)OCC(=O)NC3CC3)c3ccccc3n2)cc1 the results were IL2 activator 0.0, EPAC1 antagonist -0.6%, WRN helicase inh -5.9%, EPAC1 agonist 17.7%, CCT modulator 1.9, PLK1 PBD inh -0.1%, PI5P4K alpha inh 17.7 and EPAC2 ag 3.2%.
Screening CCc1c(C)sc(NC(=O)c2cccs2)c1C(N)=O returned IL2 activator 0.7, EPAC1 antagonist 13.6%, WRN helicase inh -34.7%, EPAC1 agonist 3.5%, CCT modulator -22.8, PLK1 PBD inh 4.74µM* and EPAC2 ag -2.6%.
Screening C=CCC1c2cccc(C(=O)O)c2C(=O)N1c1cccc(C)c1 (centres undefined) returned IL2 activator 0.7, EPAC1 antagonist 11.8%, WRN helicase inh 1.3%[57.1 µM], EPAC1 agonist -8.5%, CCT modulator -2.2, PLK1 PBD inh 1.0% and EPAC2 ag 3.2%.
`O=C(CCl)NN1C(=O)NC(c2ccccc2)(c2ccccc2)C1=O` gave IL2 activator 0.6, EPAC1 antagonist -6.0%, WRN helicase inh 12.4%, EPAC1 agonist 6.7%, CCT modulator -0.1, PLK1 PBD inh 0.1%, PI5P4K alpha inh -1.1 and EPAC2 ag 3.0%.
For CC(C)C[C@H](NC(=O)c1nc[nH]c1C(=O)N1CCc2ccccc2C1)C(=O)OCc1ccccc1 the results were IL2 activator -0.4, EPAC1 antagonist -10.4%, WRN helicase inh -9.4%, EPAC1 agonist -29.4%, CCT modulator 0.5, PLK1 PBD inh 5.9%, PI5P4K alpha inh -0.1 and EPAC2 ag -4.0%.

Screening data as filed in PubChem BioAssay.
